# NPY-Y1 PAM-ag = NPY-Y1 receptor potentiators or agonists, primary screen, cell-based. Neuropeptide Y receptor type 1 (Homo sapiens), P25929. NPY-Y1 expressing cells, potentiator/agonist activation. activation, % at 3.6 µM. hit rate 0.37% among 220,000. AID 1304, 2008; in the data active = activation above about 33%, passing the limit was not always enough;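 note: cells stimulated with NPY at EC10 then isoproterenol at EC100; 0% = low agonist plus stimulus and 100% = saturating agonist plus stimulus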
# TRPML3 agonist = human TRPML3 channel agonists, primary screen, cell-based, HEK293 TRPML3-YFP, Fluo-8 calcium fluorescence, 3 µM; hit rate 0.29% among 220,000; 100% = the carbachol control signal; activation, % at 3 µM;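 active = activation above its plate's cutoff, the mean activation of the plate's test wells plus 3 SD, cut at about 12% in these data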;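 note: 0% = DMSO only wells and 100% = carbachol wells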
# Target sequence (Q8TDD5 whole entry, looked up): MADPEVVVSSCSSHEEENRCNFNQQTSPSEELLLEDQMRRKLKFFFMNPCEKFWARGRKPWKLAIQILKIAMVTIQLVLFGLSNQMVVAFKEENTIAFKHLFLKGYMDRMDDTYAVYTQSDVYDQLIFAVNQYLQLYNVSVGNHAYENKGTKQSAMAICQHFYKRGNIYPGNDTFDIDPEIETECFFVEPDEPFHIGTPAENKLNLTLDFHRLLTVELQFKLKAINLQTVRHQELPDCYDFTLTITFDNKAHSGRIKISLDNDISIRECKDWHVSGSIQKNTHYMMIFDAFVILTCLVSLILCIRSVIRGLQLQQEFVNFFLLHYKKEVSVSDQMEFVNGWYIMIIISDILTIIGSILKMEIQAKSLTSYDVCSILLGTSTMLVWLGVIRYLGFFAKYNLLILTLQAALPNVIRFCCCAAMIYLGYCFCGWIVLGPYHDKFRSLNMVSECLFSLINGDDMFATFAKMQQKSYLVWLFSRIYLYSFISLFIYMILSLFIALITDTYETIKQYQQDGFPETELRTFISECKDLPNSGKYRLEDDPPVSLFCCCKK
#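 Test system – HEK293 line with stable expression of human TRPML3-YFP channel · Control set – carbachol 87 µM final as high control (100%), DMSO as low control (0%) · Signal – Fluo-8 calcium dye fluorescence, ex 470-495, em 515-575 nm · Incubation – 1-h 37 °C dye load, 5-s basal, 120-s post-compound reads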
# EP2 antag = human EP2 receptor antagonists, primary screen, TR-FRET cAMP, C6 glioma cells | hit rate 0.52% among 260,000 | inhibition, % at 25 µM | Prostaglandin E2 receptor EP2 subtype (Homo sapiens), P43116 | C6 glioma cells expressing human EP2; cells stimulated with saturating PGE2 | AID 1422, 2008;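 active = percent inhibition above 40 after rounding to a whole number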;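 note: rat C6 glioma host cells with rolipram phosphodiesterase inhibitor present; the protocol text gives 20 µM as final concentration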
# Target sequence (P43116 whole entry, looked up): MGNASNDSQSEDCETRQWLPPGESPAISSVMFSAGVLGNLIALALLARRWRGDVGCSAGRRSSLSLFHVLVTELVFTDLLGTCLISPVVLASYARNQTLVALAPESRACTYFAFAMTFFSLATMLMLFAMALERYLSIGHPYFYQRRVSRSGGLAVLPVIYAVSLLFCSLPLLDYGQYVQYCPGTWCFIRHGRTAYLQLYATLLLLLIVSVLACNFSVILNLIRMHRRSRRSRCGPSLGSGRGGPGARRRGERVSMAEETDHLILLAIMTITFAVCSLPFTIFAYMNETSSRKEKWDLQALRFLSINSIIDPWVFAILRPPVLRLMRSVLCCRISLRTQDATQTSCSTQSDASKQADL
# 14-3-3 Bad PPI = inhibitors of 14-3-3 zeta/Bad binding, primary screen, biochemical, TR-FRET, bovine 14-3-3 zeta; 14-3-3 protein zeta/delta (Bos taurus), P63103; TR-FRET 14-3-3zeta/Dy647-pBad peptide displacement, 1 h; inhibition, % at 21.7 µM; hit rate 0.71% among 220,000; AID 781, 2007;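 active = inhibition above about 70%, limit read from the data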;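 note: 0% = full 14-3-3 plus peptide FRET controls and 100% = background without 14-3-3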
# zfTRPN1 agonist = zebrafish TRPN1 channel agonists, primary screen, cell-based, HEK293, calcium fluorescence; activation, % at 3 µM; transient receptor potential cation channel N1 (TRPN1/NompC), Danio rerio; AID 1424, 2008; hit rate 0.18% among 220,000; HEK293 zebrafish TRPN1-YFP, Fluo-8 calcium fluorescence; 100% = response to 87 µM carbachol;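 active = activation above its plate's cutoff, the mean activation of test wells on that plate plus 3 SD, cut at about 19% in these data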;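 note: 0% = DMSO alone and 100% = 87 µM carbachol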
#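 System: zebrafish TRPN1-YFP in HEK293 cells / Dosing: 3 µM single point / Timing: dye loading 1 h at 37 °C, then 30 min room temperature / Signal: Fluo-8 calcium fluorescence, excitation 470-495 nm, emission 515-575 nm / Read-out basis: percent activation from peak over basal fluorescence ratio, control-normalized / Control set: high carbachol 87 µM, low DMSO alone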
# CHOP inh = inhibitors of CHOP promoter induction, primary screen, cell-based, unfolded protein response, luciferase reporter. CHO-K1 CHOP-promoter luciferase, tunicamycin-induced, 15-18 h. inhibition, % at 10 µM. hit rate 3.8% among 220,000. AID 2732, 2010;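 active = compounds that reduced the stress-induced luciferase reporter signal by more than about 70% of percent inhibition, limit read from the data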;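 note: 0% = tunicamycin plus vehicle and 100% = wells without tunicamycin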
# EP2 modulator = EP2 receptor modulators, cAMP readout, primary screen, cell-based, HTRF cAMP, PGE2 stimulation. EP2-expressing cells, cAMP HTRF FRET, PGE2 co-stimulation. induction, % at 25 µM. hit rate 0.83% among 260,000. AID 940, 2007;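 active = compounds whose cAMP rise, as percent of the full-agonist control response, exceeds 60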;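 note: rat C6 glioma line stably carrying human EP2 under a CMV promoter; the protocol text gives 20 µM as final concentration; 100% = response of wells given 1 µM PGE2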
# NPY-Y1 antag = NPY-Y1 receptor antagonists, primary screen, cell-based | HEK293-CNG Y1 cells, membrane potential fluorescence; NPY at EC95, then isoproterenol | inhibition, % at 3.6 µM | hit rate 1% among 200,000 | AID 1040, 2008;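 active = inhibition above the campaign mean inhibition of all tested compounds plus 3 SD, cut at about 20% in these data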;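 note: 0% = DMSO wells given NPY plus isoproterenol and 100% = isoproterenol alone without NPY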
#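 Test system: HEK293 cells co-expressing NPY Y1 receptor and cyclic-nucleotide gated channel; Also added: NPY (25 nM), isoproterenol (1 µM), Ro 20-1724 (25 µM); Compound dosing: one concentration, 3.6 µM, in 0.4% DMSO; Timing: dye 3 h, compound 60 min room temperature, stimulation 45 min; Technique: Membrane-potential fluorescent dye readout.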
# PPC-1+TRAIL kill = compounds killing PPC-1 cancer cells with TRAIL present, primary screen, TRAIL potentiator project, ATPLite luminescence, uHTS; PPC-1 cells + TRAIL, ATPLite viability luminescence; cell killing (% activity), % at 4 µM; hit rate 0.41% among 220,000; AID 1443, 2008;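 active = cell killing above 50% in the first pass at 4 µM, then a duplicate retest at 5 µM averaging 50% or more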;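 note: plate controls were cells with TRAIL plus DMSO for no effect and medium-only wells lacking cells for full effect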
# The depositor's hits bear a star; x = not tested or not shown; & = joins results of further samples; [ ] = another dose, or the depositor's remark. An excerpt (hit frequency here may not be typical).
SMILES,NPY-Y1 PAM-ag,TRPML3 agonist,EP2 antag,14-3-3 Bad PPI,zfTRPN1 agonist,CHOP inh,EP2 modulator,NPY-Y1 antag,PPC-1+TRAIL kill
Cc1ccccc1NC(=O)CN1C(=O)N/C(=C\c2cccn2-c2cccc(C(=O)O)c2)C1=O,3,0.7,4,58,-0.1,1,-8,-1,11
NC(=O)C(c1ncc(C(F)(F)F)cc1Cl)c1c(Cl)cccc1Cl (configuration not stated),21,-0.2,5,-5,-0.1,-2,16,2,29
CSc1nnc(NC(=O)c2cc3ccccc3oc2=O)s1,-2,1.5,15,10,2.8,-29,15,-2,-24
COc1ccc(Cc2nnc(N)s2)cc1OC,12,0.7,8,-5,0.8,-1,15,3,21
CCOc1ccc(Br)cc1C(=O)Nc1ccc(C(=O)NCC(C)C)cc1,-14,0.4,8,0,-0.8,83*,-8,3,28
CC(=O)c1ccc(Nc2nc(=O)c3cccnc3s2)cc1,-3,0.8,x,-8,1.8,-21,-15,-4,2
CCc1c(C)sc(NC(=O)c2noc(C)c2[N+](=O)[O-])c1C#N,2,0.6,8,-11,0.0,2,-11,4,7
Cc1cc(-n2c(C)cc(C(=O)CCl)c2C)no1,5,0.8,31,-7,0.0,-291,-22,0,-5
CC(C)CN1CCC(C(=O)NCC2CCCO2)CC1 (configuration not stated),-11,0.6,-2,45,0.9,-3,-5,-2,24
CN(C)[C@@H](CO)c1nnc([C@H](Cc2ccc(O)cc2)NC(=O)C2CCNCC2)o1,15,0.3,-1,-9,-0.9,-1,10,3,3
N#Cc1c(NC(=O)CCCl)sc2c1CCCCC2,-7,-0.1,3,1,-0.7,8,-24,0,-9
CCOCc1nnc(NC(=O)CSCc2ccccc2)s1,6,0.2,5&10,10[fluorescence artefact?],-0.3,2,1&-20,1,-7

# Next section, starting with the last 5 of the part before.
SMILES,NPY-Y1 PAM-ag,TRPML3 agonist,EP2 antag,14-3-3 Bad PPI,zfTRPN1 agonist,CHOP inh,EP2 modulator,NPY-Y1 antag,PPC-1+TRAIL kill
Cc1cc(-n2c(C)cc(C(=O)CCl)c2C)no1,5,0.8,31,-7,0.0,-291,-22,0,-5
CC(C)CN1CCC(C(=O)NCC2CCCO2)CC1 (configuration not stated),-11,0.6,-2,45,0.9,-3,-5,-2,24
CN(C)[C@@H](CO)c1nnc([C@H](Cc2ccc(O)cc2)NC(=O)C2CCNCC2)o1,15,0.3,-1,-9,-0.9,-1,10,3,3
N#Cc1c(NC(=O)CCCl)sc2c1CCCCC2,-7,-0.1,3,1,-0.7,8,-24,0,-9
CCOCc1nnc(NC(=O)CSCc2ccccc2)s1,6,0.2,5&10,10[fluorescence artefact?],-0.3,2,1&-20,1,-7
CC(C)(C)C(=O)NC1CCN(S(=O)(=O)c2cccc(C(F)(F)F)c2)CC1,-6,0.5,12&3,-3,-0.4,-17,13&14,-1,-5
N#Cc1c(/N=C/c2ccccc2)oc(-c2ccccc2)c1-c1ccccc1,-22,-0.1,8,-4,1.0,30,34,2,-16
COCCNC(=O)CN1C(=O)CSc2cc(S(=O)(=O)N3CCCCCC3)ccc21,-11,0.1,5,x,0.6,x,x,1,x
CC(=O)c1cccc(NC(=O)N2C3CCC2CC(NC(=O)Nc2ccccc2)C3)c1 (configuration not stated),7,0.3,10,-6,0.3,-9,-27,10,-1
COc1cc(C(=O)Nc2cccc(-c3nc4cc(C)cc(C)c4o3)c2)cc(OC)c1OC,-11,0.6,13,6,-0.3,76*,-26,-8,0
CCc1ccc(Nc2nc3ccccc3c(=O)s2)cc1,15,0.5,14,-14[fluorescence artefact?],-0.6,-5,-37,-9,10
O=C(c1cccc(Cl)c1)N1CCN(Cc2ccncc2)CC1,5,-0.4,6,25[fluorescence artefact?],1.4,-2,20,3,1
Cc1ccc(/C=C/C(=O)OC(C)C(=O)Nc2ccc(Cl)cn2)o1 (configuration not stated),-7,0.4,19,-26,-0.7,36,-69,-2,9
CC[C@H](C)[C@H](NC(N)=O)C(=O)NCCc1ccc(Cl)cc1Cl,-17,0.4,2,12,-0.3,-3,-20,-2,19
COc1ccc2c(c1)Cc1sc(NC(=O)c3cccs3)nc1-2,8,0.8,10,-15,0.4,74*,-16,-3,14
COc1cccc(N(C(=O)Cn2nnc(-c3ccc(F)cc3)n2)C(C(=O)NCC2CCCO2)c2ccc(Cl)cc2)c1 (configuration not stated),-8,1.2,6,-12,1.9,46,40,1,11
CCOc1ccc(-c2nnc(N3CCCCC3)c3ccccc23)cc1,-20,-0.5,7,7,0.0,79*,11,14,11

# Some of the entries so far, with two lines to a compound:
# Order of values: NPY-Y1 PAM-ag, TRPML3 agonist, EP2 antag, 14-3-3 Bad PPI, zfTRPN1 agonist, CHOP inh, EP2 modulator, NPY-Y1 antag, PPC-1+TRAIL kill
COc1cccc(N(C(=O)Cn2nnc(-c3ccc(F)cc3)n2)C(C(=O)NCC2CCCO2)c2ccc(Cl)cc2)c1 (configuration not stated)
 : -8, 1.2, 6, -12, 1.9, 46, 40, 1, 11
COCCNC(=O)CN1C(=O)CSc2cc(S(=O)(=O)N3CCCCCC3)ccc21
 : -11, 0.1, 5, x, 0.6, x, x, 1, x

# (more compounds)
SMILES,NPY-Y1 PAM-ag,TRPML3 agonist,EP2 antag,14-3-3 Bad PPI,zfTRPN1 agonist,CHOP inh,EP2 modulator,NPY-Y1 antag,PPC-1+TRAIL kill
CCOC(=O)Cc1csc(NC(=O)CSc2nc(-c3ccccc3)c(C#N)c(=O)[nH]2)n1,-15,0.3,20,-6,0.6,-1,18,21*,-10
Cc1cnc(C(=O)Nc2ccc(C(=O)N3CCCCC3)cc2)cn1,-2,0.3,12,-4,0.8,20,12,6,19
COc1ccc(CNS(=O)(=O)c2ccc3oc(C(=O)O)c(C)c3c2)cc1,-1,0.4,9,-10,0.5,0,-4,-2,6
CCCCSc1nnc(CSc2ncccn2)n1C,27,1.0,7,-4,1.6,-14,21,3,21
COC(=O)c1ccccc1COn1c(=O)c[n+]([O-])c2ccccc21,-12,1.1,17,-5[fluorescence artefact?],1.0,16,-14,-4,8
CCOc1ccc(OCc2cccc(C(=O)N(CC)CC)c2)cc1,-15,0.1,6,-2,1.1,19,22,3,28
CCc1cc(C(=O)Cc2nc3ccccc3[nH]2)c(O)cc1O,-31,0.1,10,-4[fluorescence artefact?],0.3,-13,-13,-2,4
CCCCOC(=O)CSC1=C(C#N)C(c2ccccc2OCC)C(C#N)C(=O)N1 (configuration not stated),-7,-1.2,2,1,-1.8,26,12,3,8
CCOc1ccc(NC(=O)Nc2cc(C)on2)cc1,-13,0.2,6,3,1.4,2,14,1,-8
Cn1c(-c2ccccc2)cnc1NCc1cc2c(cc1[N+](=O)[O-])OCO2,15,0.1,6,33[fluorescence artefact?],-0.2,22,-16,0,-6
Clc1cccc(Cc2nn[nH]n2)c1,9,0.5,3,5,-0.4,11,12,2,6
c1ccc(CC(Nc2ccccn2)c2ccccc2)cc1 (configuration not stated),7,-1.9,5,-11,-2.9,7,33,6,2
Nc1nc(Nc2ccccc2Br)nc(C(F)(F)F)n1,10,-0.4,9,3,0.1,16,21,6,18
C=CCN1C=C2C(=O)C(C)(OC(=O)c3cccs3)C(=O)C=C2C=C1CCCC(=O)OC (configuration not stated),x,x,5,-7,x,-7,4,x,5
Cc1cc(C(=O)Nc2c(C)nn(Cc3ccccc3)c2C)on1,-7,0.6,9,-2,1.7,12,-4,-4,1
C=CCOc1ccc(/C=C/C(=O)Nc2ccc(C(=O)NC)cc2)cc1,-6,0.5,5,13,0.7,60,-3,-3,-2
O=C(NCc1ccccc1)NS(=O)(=O)c1ccccc1Cl,1,0.8,4,12,2.1,-15,-17,-5,16
Cc1ccccc1Nc1c(-c2ccccn2)nc2ccccn12,35*,-0.6,9,-29,-2.4,69,66*,6,14
COc1ccc(C2CC(c3ccccc3OC(C)=O)=NN2C(=O)/C=C/c2ccccc2)cc1OC (configuration not stated),-28,0.8,10,-2,-0.3,30,25,1,-7
Cc1[nH]c2ccccc2c1C(=O)/C=C/c1ccccc1,18,-0.3,8,3[fluorescence artefact?],-1.1,16,2,-3,17
O=C(CSC1=NCCS1)Nc1nc2ccccc2s1,3,0.2,4,1,1.7,25,-29,0,31
CCC(=O)c1cc2c(cc1NC(=O)c1cccs1)OCCO2,1,0.4,21,-4,-0.5,31,31,3,16
CC(=O)Nc1scc(C)c1-c1nc2ccccc2s1,-20,-1.3,4,-15,-3.9,4,45,x,5
COC(=O)Nc1snnc1C,18,0.4,4,0,0.4,39,-17,3,-9
COc1ccc(-n2c(CN3CCC(C(N)=O)CC3)nc3ccc([N+](=O)[O-])cc3c2=O)c(OC)c1,7,0.5,6,-5,1.1,15,9,3,-6
COC(=O)c1ccc(CSc2nc3c(c(=O)n2-c2ccc(Br)cc2)SCC3)o1,0,1.2,10,6[fluorescence artefact?],0.2,2,18,3,-26
Cc1cc(Cl)ccc1Nc1ncccc1C(N)=O,16,1.2,5,-16,0.2,16,4,3,20
CC(C)(C)c1cc[n+](/C(C(=S)Nc2ccccc2F)=C(/[O-])c2ccc3c(c2)OCCO3)cc1,-25,0.6,7,-25,0.1,4,-5,0,12
Cc1nc2nc(N)nn2c(C)c1C/C=C/c1ccccc1,-6,1.3,5,-6,1.3,16,9,6,8
O=C(NC1CCCCC1)c1cccc(S(=O)(=O)N2CCOCC2)c1,8,0.9,12,-19,1.1,9,-19,0,-6
COc1ccccc1Cc1noc(COc2cccc(C)c2C)n1,-32,-0.3,5,-11,-1.1,54,53,13,2
O=C(O)c1ccccc1OCc1ccccc1Cl,-29,0.6,-1,-5,0.2,-5,20,x,3
O=[N+]([O-])c1ccc2[nH]c(O)c(N=NC3CCS(=O)(=O)C3)c2c1 (configuration not stated),14,0.1,9,0,1.8,15,-7,x,13
